RmlCD inh mix – RmlC/RmlD inhibition, mixture screen; RmlC/RmlD coupled enzyme inhibition, 384-well mixture HTS; inhibition, % at 5.5 µM; actives 0.39% (n = 110,000); AID 1532; in the data active means inhibition above about 30%, passing the limit was not always enough; inconclusive means no clear call, values can overlap the other calls; further: strong numbers were not always called active
HIV RNase H inh – blocks HIV-1 RNase H cleavage of RNA/DNA duplex | P04585 | RT-RNase H RNA/DNA duplex cleavage, fluorescence | inhibition, % at 10 µM | actives 1.9% (n = 65,000) | AID 565; in the data active means inhibition above about 50%
* = called active by the depositor; ? = inconclusive; · = not tested or not shown.

SMILES	RmlCD inh mix	HIV RNase H inh
O=C(NCCCN1CCN(Cc2ccccc2)CC1)C1CCN(c2nnc(-n3cccc3)s2)CC1	-6.6	-9.1
CCC(C)(C)n1nnnc1C(c1cc2ccc(OC)cc2[nH]c1=O)N1CCN(C2CCCCC2)CC1 (centres undefined)	84.2	2.6
CCOc1ccc(CNc2ccc(N3CCCC3)cc2)cc1	-13.6	14.1
N#Cc1ccccc1NC(=O)c1ccccc1OCC(=O)Nc1ccc2c(c1)oc1ccccc12	-30.2	45.1
CCCc1cc(O)c2c(C)cc(=O)oc2c1	-9.5	·
COCCn1c(SCC(=O)c2ccc(Cl)cc2)nnc1C(C)C	5.8	-13.5
CC(=O)NC(CCS(C)(=O)=O)C(=O)Nc1cc(C)ccc1C (centres undefined)	-10.4	-11.8
Cc1cccc(-n2c(N)cc(=O)nc2SCC(=O)Nc2cc(C)on2)c1	51.8	-4.9
CCCc1c(O)c2ccccc2[nH]c1=O	3.7	·
Cn1c(Cn2nnc3ccccc32)nnc1SCC(N)=O	-4.7	-11.6
Cc1cc(OC(=O)c2c(C)cc(OC(=O)c3c(C)cc(O)cc3O)cc2O)cc(O)c1C(=O)O	11.8	·
Cc1cc(C(=O)CSc2nnc(N)s2)c(C)n1CCc1ccc(F)cc1	1.6	-5.8
CCOC(=O)N1CCN(C(=O)c2ccc(CS(=O)(=O)c3ccccc3OC)o2)CC1	-17.9	-3.6
C=CCn1c(SCCC(=O)O)nnc1-c1cccs1	-6.6	-7.0
CCCc1cc(-c2n[nH]c(C(=O)OCC)c2-c2cscn2)c(O)cc1O	4.3	·

Next section; it opens with the 2 that closed the last part.
SMILES	RmlCD inh mix	HIV RNase H inh
C=CCn1c(SCCC(=O)O)nnc1-c1cccs1	-6.6	-7.0
CCCc1cc(-c2n[nH]c(C(=O)OCC)c2-c2cscn2)c(O)cc1O	4.3	·
CCN(CC)S(=O)(=O)c1ccc(C(=O)OCCN2C(=O)CCC2=O)cc1	-10.0	-5.1
O=C(CSc1nnc(Cn2c(=O)sc3ccccc32)n1CCc1ccccc1)N1CCOCC1	-10.4	-12.1
CSC1=N/C(=C\c2cccc(F)c2)C(=O)S1	19.6	·
Cc1ccc(C)c(NC(=O)C2CCC(C)(C(=O)O)C2(C)C)c1 (centres undefined)	-9.7	-2.9
CC(C)Sc1nc(-c2ccccc2)cc(=O)[nH]1	-9.1	·
COc1ccccc1-c1c(C)oc2c(CN3CCN(CCO)CC3)c(O)ccc2c1=O	·	-1.6
O=C(/C=C\Nc1ccccn1)c1ccc(Cl)cc1	-3.5	-7.4
CCCCNC(=O)c1ccc(NC(=O)C2CCCO2)cc1 (centres undefined)	3.9	-2.3
O=c1cc(CO)oc(C(Nc2cccc(C(F)(F)F)c2)c2ccccn2)c1O (centres undefined)	-21.3	·
C=CCN1N=C(c2ccc(Cl)s2)CSC1=O	-3.7	·
COc1ccccc1-c1nc2n(n1)C(c1cccs1)C(C(=O)Nc1cccnc1)=C(C)N2 (centres undefined)	2.1	1.4
CCOC(=O)c1ccc(NC(=O)CCNS(=O)(=O)c2ccc3c(c2)oc(=O)n3C)cc1	5.5	-4.3
C=CCn1c(SCC(=O)NC(=O)NCC(C)C)nnc1C1CCCCC1	-2.0	8.8
COC(=O)c1cc(-c2ccccc2)sc1NC(=O)c1cc(C)on1	·	28.8
CCOC(=O)Nc1cc(C(=O)OC)cc(C(=O)OC)c1	-8.4	-12.3
COc1cc(C)c(C(C)C)cc1S(=O)(=O)n1ccnc1	-8.0	·
CCOc1cc(OCC)cc(C(=O)O)c1	-10.4	·
CCCCCOc1ccc2oc(=O)c3c(c2c1)CCCN3C(=O)CN1CCCC(C(=O)OCC)C1 (centres undefined)	-56.3	·
Oc1ccccc1N=Cc1ccc[nH]1	6.0	-8.6
CCc1ccc(N(CC(=O)NC2CCCC2)S(=O)(=O)c2c(C)noc2C)cc1	7.1	-2.2
O=C(c1cccnc1)N1CCN(c2c(Cl)cccc2[N+](=O)[O-])CC1	-8.4	·
CCC(C)(CC(=O)N(C)CCC#N)c1ccccc1 (centres undefined)	23.9	·
N#CC1=C(SCc2ccccc2)NC2=C(C(=O)CCC2)C1c1ccc2c(c1)OCO2 (centres undefined)	50.5	27.2
Cc1ccc(-c2nnc(SCC#CCOC(=O)c3ccco3)o2)cc1	-8.2	·
CC(=O)N(c1ccc(N(C(C)=O)S(=O)(=O)c2cccs2)cc1)S(=O)(=O)c1cccs1	0.5	-14.6
COc1ccc(Cl)cc1S(=O)(=O)Nc1cccc(C(=O)O)c1	-4.5	-10.9
CC(C)(C)n1nnnc1C(c1cccs1)N(Cc1ccc(Cl)cc1)CC1CCCO1 (centres undefined)	-1.8	·
CCN(CC)c1ccc2c(Cl)cc(=O)oc2c1	-10.7	·
Cc1cc(C)c2[nH]c(=O)c(C(c3nnnn3CC3CCCO3)N3CCCC(C)C3)cc2c1 (centres undefined)	5.2	22.7
COc1ccc(CCNC(=O)CNCC2CCCO2)cc1OC (centres undefined)	0.9	3.6
Cc1ccc(-c2nnn(CC(=O)N(CC(=O)NCC3CCCO3)c3ccccc3)n2)o1 (centres undefined)	0.2	-7.2
COc1ccc(-c2coc3cc(OC)cc(OC)c3c2=O)cc1	7.8	·
COCCNC(=O)c1ccc(Cl)c(Cl)c1	-11.1	-5.6
CC(C)Oc1ccc(C(=O)N(Cc2ccco2)C2CCS(=O)(=O)C2)cc1 (centres undefined)	-1.6	0.7
CC1(C)OC1COc1c2occc2cc2ccc(=O)oc12 (centres undefined)	6.2	·
CC(C)C(CO)NC(=O)CC(=O)NC(CO)C(C)C (centres undefined)	3.4	-4.9
COc1cccc(N2CCN(Cc3cccnc3)CC2)c1	8.0	-6.0
CC(=O)Nc1cc(C(=O)N2CCC3(CC2)OCCO3)ccc1S(=O)(=O)c1ccc(C)cc1	-3.0	-9.3
CNCCC=C1c2ccccc2CCc2ccccc21	-12.3	3.4
CCOc1ccc(C/C(N)=N/n2cnnc2)cc1	-36.0	·
O=C(CN(CCO)c1ccccc1)NC12CC3CC(CC(C3)C1)C2	5.3	-1.7
CN1CCCC1CCNS(=O)(=O)c1ccc(Br)cc1 (centres undefined)	-14.8	·
C=CCNc1nc(-c2cccc(OC)c2O)nc2ccccc12	17.1	6.5
COc1ccc(N2CCN(C(CNS(=O)(=O)c3cccs3)c3cccnc3)CC2)cc1 (centres undefined)	-10.2	5.8
CCOC(=O)c1[nH]c(C)c(CN(Cc2ccco2)C(=O)C(F)(F)F)c1C	-10.6	-7.1
COc1ccc(C(=O)n2c(SC)nc3cc4c(cc32)OCCO4)cc1	10.3	·
COc1ccc(C(=O)NC(C)c2nnc(SCC(=O)Nc3nc(C)cs3)n2C)cc1 (centres undefined)	2.8	·
CC1=CC(C)(C)N2C(=O)C3(C(C#N)=C(N)Oc4cc(O)ccc43)c3c(C)c(C)cc1c32 (centres undefined)	7.1	·
COc1ccc(CCNS(=O)(=O)c2cccs2)cc1	162.3	-31.5
O=C(CC1C(=O)NCCN1C(=O)c1ccc(F)cc1)OCc1ccccc1 (centres undefined)	-14.7	-7.7
COc1ccc(CNC(=O)CN2CCC(C(=O)c3ccc(OC)cc3)CC2)cc1	9.7	-3.7
C(=N\Nc1nc(-c2ccccc2)cs1)/c1cccs1	19.6	·
CCn1c(C)c(C)c2cc(C(=O)Nc3cccc(Cl)c3)ccc21	27.6	·
CC(NC(=O)C1CCCCC1)c1ccc2c(c1)OCCO2 (centres undefined)	-4.0	-0.9
CC(=C1C(=O)c2ccccc2C1=O)N1CCN(c2ccccn2)CC1	12.6	-8.1
CS(=O)(=O)Nc1ccc(C(=O)NCCSC2CCCCC2)cc1	54.6	·
O=C1CC(c2cccc(Cl)c2)CC(O)=C1C=NCCCO (centres undefined)	0.0	-4.5
CCCCSc1ncc(C(=O)OCC)c(N)n1	-11.6	·
COc1ccc(/C(N)=N/OC(=O)CSc2ccc(C)cc2)cc1	-6.1	·
CC(=O)c1cccc(NC(=O)C2CC(=O)N(c3cccc(C)c3C)C2)c1 (centres undefined)	4.3	1.6

The results go on:
SMILES	RmlCD inh mix	HIV RNase H inh
CC(C)Cn1c(CCCNC(=O)c2ccc(F)cc2)nc2ccccc21	-31.8	·
CC(C)CCNC(=O)CSc1nc2ccccc2c(=O)[nH]1	-9.1	·
CCOc1ccccc1-c1nc(SCC(=O)O)n[nH]1	-17.0	-10.5
O=C1NC(=O)[C@@H]2C3c4ccccc4C=CN3[C@H](C(=O)c3cccs3)[C@H]12 (some centres undefined)	-24.9	4.5
CC(C)CCOCC(=O)Oc1ccccc1C(=O)O	·	-11.7
O=c1cc(O)c(-c2cccc(Cl)c2)c(Cl)[nH]1	-3.8	·
Cn1c(=NC(=O)CSCC(=O)N2CCOCC2)sc2ccccc21	9.4	-5.5
COC(=O)c1c(C#N)c(N)nc2c1CCCC2	·	-10.8
CCOc1cc(-c2ccc3c(c2)OCO3)cc(=O)c2c(C)oc(C)c12	·	4.4
Cc1ccc(C)c(N(C(=O)Cn2nnc3ccccc32)C(C(=O)NC(C)(C)C)c2ccsc2)c1 (centres undefined)	-19.7	·
CCC(C)(C)NC(=O)CN(Cc1cccs1)C(=O)CNS(=O)(=O)c1ccc(C)cc1	-5.7	·
O=C(Cn1cccc1)N1CCc2ccccc21	-7.0	-1.7
c1ccc2cc(-c3cc4ccccn4c3)ccc2c1	90.7*	·
CCOC(=O)C1CCN(Cc2cnc(Oc3ccc(OC)cc3)s2)CC1	?	·
CNC(CC(C)C)C(=O)NC1C(=O)NC(CC(N)=O)C(=O)NC2C(=O)NC3C(=O)NC(C(=O)NC(C(=O)O)c4cc(O)cc(O)c4-c4cc3ccc4O)C(O)c3ccc(c(Cl)c3)Oc3cc2cc(c3OC2OC(CO)C(O)C(O)C2OC2CC(C)(N)C(O)C(C)O2)Oc2ccc(cc2Cl)C1O (centres undefined)	7.2	·

Arranged by formula weight (descending): 26 of the compounds above
SMILES	RmlCD inh mix	HIV RNase H inh
CNC(CC(C)C)C(=O)NC1C(=O)NC(CC(N)=O)C(=O)NC2C(=O)NC3C(=O)NC(C(=O)NC(C(=O)O)c4cc(O)cc(O)c4-c4cc3ccc4O)C(O)c3ccc(c(Cl)c3)Oc3cc2cc(c3OC2OC(CO)C(O)C(O)C2OC2CC(C)(N)C(O)C(C)O2)Oc2ccc(cc2Cl)C1O (centres undefined)	7.2	·
Cc1ccc(C)c(N(C(=O)Cn2nnc3ccccc32)C(C(=O)NC(C)(C)C)c2ccsc2)c1 (centres undefined)	-19.7	·
CCC(C)(C)NC(=O)CN(Cc1cccs1)C(=O)CNS(=O)(=O)c1ccc(C)cc1	-5.7	·
COc1ccc(C(=O)NC(C)c2nnc(SCC(=O)Nc3nc(C)cs3)n2C)cc1 (centres undefined)	2.8	·
CC1=CC(C)(C)N2C(=O)C3(C(C#N)=C(N)Oc4cc(O)ccc43)c3c(C)c(C)cc1c32 (centres undefined)	7.1	·
COc1ccc(CNC(=O)CN2CCC(C(=O)c3ccc(OC)cc3)CC2)cc1	9.7	-3.7
CCOC(=O)C1CCN(Cc2cnc(Oc3ccc(OC)cc3)s2)CC1	?	·
Cn1c(=NC(=O)CSCC(=O)N2CCOCC2)sc2ccccc21	9.4	-5.5
CC(C)Cn1c(CCCNC(=O)c2ccc(F)cc2)nc2ccccc21	-31.8	·
O=C1NC(=O)[C@@H]2C3c4ccccc4C=CN3[C@H](C(=O)c3cccs3)[C@H]12 (some centres undefined)	-24.9	4.5
CCOc1cc(-c2ccc3c(c2)OCO3)cc(=O)c2c(C)oc(C)c12	·	4.4
CC(=C1C(=O)c2ccccc2C1=O)N1CCN(c2ccccn2)CC1	12.6	-8.1
COc1ccc(/C(N)=N/OC(=O)CSc2ccc(C)cc2)cc1	-6.1	·
CCn1c(C)c(C)c2cc(C(=O)Nc3cccc(Cl)c3)ccc21	27.6	·
O=C1CC(c2cccc(Cl)c2)CC(O)=C1C=NCCCO (centres undefined)	0.0	-4.5
CC(C)CCNC(=O)CSc1nc2ccccc2c(=O)[nH]1	-9.1	·
COc1ccc(CCNS(=O)(=O)c2cccs2)cc1	162.3	-31.5
CC(NC(=O)C1CCCCC1)c1ccc2c(c1)OCCO2 (centres undefined)	-4.0	-0.9
C(=N\Nc1nc(-c2ccccc2)cs1)/c1cccs1	19.6	·
CCOc1ccccc1-c1nc(SCC(=O)O)n[nH]1	-17.0	-10.5
CC(C)CCOCC(=O)Oc1ccccc1C(=O)O	·	-11.7
O=c1cc(O)c(-c2cccc(Cl)c2)c(Cl)[nH]1	-3.8	·
CCCCSc1ncc(C(=O)OCC)c(N)n1	-11.6	·
c1ccc2cc(-c3cc4ccccn4c3)ccc2c1	90.7*	·
COC(=O)c1c(C#N)c(N)nc2c1CCCC2	·	-10.8
O=C(Cn1cccc1)N1CCc2ccccc21	-7.0	-1.7

Carrying on.
SMILES	RmlCD inh mix	HIV RNase H inh
CS(=O)(=O)N(CC(=O)Nc1ccc2c(c1)OCCO2)Cc1ccccc1	-8.0	0.0
O=C1c2ccccc2C(=O)N1Cc1nc2ccccc2c(=O)n1CCCN1CCOCC1	-13.6	-10.0
c1ccc(N2CCN(c3nc(-c4ccccn4)nc4ccccc34)CC2)cc1	-8.2	7.2
CCC1(C)Cc2c(sc3[nH]c(=O)[nH]c(=O)c23)CS1 (centres undefined)	13.9	2.3
CCOC(=O)C1CCN(c2c(N3CCCC(C(=O)OCC)C3)c(=O)c2=O)CC1 (centres undefined)	7.0	-2.2
Cc1cc(C)cc(-n2c(O)c(C=NC3CCS(=O)(=O)C3)c3ccccc3c2=O)c1 (centres undefined)	7.1	·
Cc1cc2c(c(=O)o1)C(CC(C)C)C(C#N)=C(N)O2 (centres undefined)	-1.8	-6.3
CCCCN(Cc1cc2ccccc2[nH]c1=O)C(=O)c1ccccn1	-6.8	·
c1csc(-c2nn3c(-c4ccncc4)nnc3s2)c1	·	-34.9

From PubChem

Some of the compounds tested, so the mix of outcomes need not match the whole.
